HepG2 tox = counter-screen for TGF-b inhibitors: cytotoxicity in HepG2 cells. 0.76% of 410,000 active. HepG2 CAGA-GFP viability, ATP luminescence, 18 h. Potency, µM (titrated, usually from 46.1 µM), without a hit: at the highest dose activity change, negative = cytotoxicity, usual class: cytotoxic; note: some results filed as inactive show a strong effect at the top dose
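CellTiter-Glo luminescence gave cytotoxicity after 18 hours at 37 degrees C. The cells were HepG2 CAGA-GFP in 1% FBS DMEM, stimulated with 500 pg/mL TGF-beta after compound addition. %Activity was normalised to no-cell wells (complete cell-killing) and DMSO (no toxicity), and curves were fitted and classified.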
EPAC2 antagonist = EPAC2 (human) antagonism; Q8WZA2; EPAC2 GEF exchange of Rap1B-BODIPY-GDP, fluorescence; Potency, µM (top dose mostly 114 µM), inactives show at the highest dose activity, negative = inhibition, most hits filed as inhibitors; 0.18% of 360,000 active; AID 720708; note: % is set by controls: 0 for no effect and ±100 for the full control effect; nearly all actives have a fitted effect of over 45% in size; many of its hits are not listed in these tables
Target sequence (Q8WZA2 whole entry, looked up): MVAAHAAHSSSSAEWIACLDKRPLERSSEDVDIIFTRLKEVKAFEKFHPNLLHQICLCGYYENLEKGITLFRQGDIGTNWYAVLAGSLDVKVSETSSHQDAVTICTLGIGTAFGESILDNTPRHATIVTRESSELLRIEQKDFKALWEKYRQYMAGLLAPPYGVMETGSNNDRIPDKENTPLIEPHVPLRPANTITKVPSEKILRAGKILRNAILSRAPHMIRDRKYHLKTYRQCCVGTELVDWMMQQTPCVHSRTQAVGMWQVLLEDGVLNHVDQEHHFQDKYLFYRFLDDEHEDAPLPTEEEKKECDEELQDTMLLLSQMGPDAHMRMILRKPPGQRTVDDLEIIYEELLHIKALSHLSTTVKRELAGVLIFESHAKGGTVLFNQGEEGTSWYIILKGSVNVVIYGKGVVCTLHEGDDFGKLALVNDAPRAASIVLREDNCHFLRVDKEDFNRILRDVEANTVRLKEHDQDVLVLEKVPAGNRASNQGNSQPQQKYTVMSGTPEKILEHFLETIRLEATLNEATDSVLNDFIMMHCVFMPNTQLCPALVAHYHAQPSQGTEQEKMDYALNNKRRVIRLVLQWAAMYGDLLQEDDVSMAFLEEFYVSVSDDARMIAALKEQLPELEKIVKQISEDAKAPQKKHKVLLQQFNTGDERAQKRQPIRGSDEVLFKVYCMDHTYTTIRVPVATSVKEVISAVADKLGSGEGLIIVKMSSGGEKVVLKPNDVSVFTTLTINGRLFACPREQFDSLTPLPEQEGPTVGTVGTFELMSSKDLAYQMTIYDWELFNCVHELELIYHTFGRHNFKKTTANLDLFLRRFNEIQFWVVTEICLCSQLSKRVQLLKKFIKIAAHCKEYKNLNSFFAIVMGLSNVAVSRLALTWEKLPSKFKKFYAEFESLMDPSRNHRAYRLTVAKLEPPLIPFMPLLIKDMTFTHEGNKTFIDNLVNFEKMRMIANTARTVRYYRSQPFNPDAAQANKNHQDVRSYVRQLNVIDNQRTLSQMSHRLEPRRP
TGFb inhibitor = inhibitors of TGF-b signaling. HepG2 CAGA-GFP TGF-b/SMAD3 reporter, GFP fluorescence, 18 h; TGF-beta stimulated, 500 pg/mL final. Potency, µM (series often up to 46.1 µM), for the others: top-dose activity, negative = inhibition, most hits filed as inhibitors. 1.2% of 410,000 active. AID 588855; note: % is set by controls: 0 for no effect and ±100 for the full control effect; nearly all actives have a fitted effect of over 65% in size
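HEPG2 CAGA-GFP reporter cells (1000/well, DMEM with 1% FBS) received compounds, then recombinant TGF-beta at 500 pg/mL final for 18 hours at 37 degrees C. Per-cell GFP summed per well was normalised to unstimulated and stimulated DMSO controls before curve fitting.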
Nrf2 block = Nrf2 pathway inhibition | A549 ARE-Fluc reporter, luciferase luminescence, 18-24 h | Potency, µM (titrated, usually from 46 µM), for the others: top-dose activity change, negative = inhibition, most hits filed as inhibitors | 2.1% of 360,000 active | AID 504444; note: % is set by controls: 0 for no effect and ±100 for the full control effect; nearly all actives have a fitted effect of over 60% in size
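Nrf2 function is reported as luminescence of an ARE-controlled luciferase in A549 cells. Compounds were tested at several concentrations, and a CellTiter-Fluor read on the same wells flagged cytotoxicity.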
Nrf2 ARE act = activators of Nrf2 (ARE) signaling. 0.31% of 410,000 active. AREc32 ARE-luciferase reporter (MCF7-derived line), luminescence, 24 h. Potency, µM (highest dose often 46.1 µM), for the others: at the top dose activation, most hits filed as activators. AID 624171; note: % of control where 0% means no effect; nearly all actives have a fitted effect of over 65% in size
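Cells of the AREc32 ARE-luciferase line are plated in OPTI-MEM containing 5% FBS and left overnight at 37 deg C. Compounds are pinned in, incubation continues 24 hr, and firefly luciferase signal is then measured.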
MCF10A rereplic = induces DNA re-replication in MCF 10a normal breast cells; 2.9% of 350,000 active; Potency, µM (titrated, usually from 46.1 µM), for the others: at the top dose activity, positive = re-replication, most hits filed as activators; MCF 10A DNA re-replication, Hoechst nuclear intensity, 48 h; note: % of control where 0% means no effect; nearly all actives have a fitted effect of over 50% in size
ATXN2 expr inh = ATXN2 expression inhibition; HEK-293 ATXN2-luciferase reporter, luminescence, 24 h; Potency, µM (doses to about 57 µM), inactives show top-dose activity change, negative = inhibition, usual class: inhibitors; 0.72% of 360,000 active; AID 1745845; note: % is set by controls: 0 for no effect and ±100 for the full control effect; nearly all actives have a fitted effect of over 55% in size
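ATXN2-luciferase reporter cells (luciferase flanked by upstream and downstream ATXN2 gene portions) were treated 24 h at 37 °C with compounds at up to 57 uM. SteadyGlo luminescence gave expression; GF-AFC fluorescence gave viability.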
S2 tox = reduces viability in counter-screen for ATXN expression inhibitors; AID 651635; 0.49% of 400,000 active; Potency, µM (top dose mostly 56.7 µM), actives largely listed as cytotoxic; S2 cells (HEK-293 line with an ATXN2-luciferase reporter) viability, CellTiter-Fluor protease fluorescence, 24 h; note: nearly all actives have a fitted effect of over 40% in size
A549 viability = kills or reduces viability of A549 cells in Nrf2 counter-screen. Potency, µM (highest dose often 46 µM), for inactives: top-dose activity change, negative = cytotoxicity, usual class: inhibitors. A549 ARE-Fluc cells, CellTiter-Fluor viability, 18-24 h. 0.16% of 390,000 active; note: % is set by controls: 0 for no effect and ±100 for the full control effect
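A549 ARE_Fluc cells in 5% FBS OPTI-MEM were exposed to compounds in concentration-response for 18-24 h at 37 deg C. Viability was read by CellTiter-Fluor fluorescence (Ex 405/Em 525) after 30 min, before the luciferase read.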
The depositor's hits bear a star; i = inactive; ? = inconclusive; · = not tested or not shown; & = joins results of further samples. Calls come from the whole dose curve; as a rule, active = well fitted curve in the direction sought with a large enough effect; inconclusive = small, poorly fitted or top-dose-only effect, or another doubt; inactive = no such curve, though single readings can be large; an effect the other way counts as inactive or inconclusive. Potency is the fitted concentration of half-maximal effect. A portion of the library; rates above refer to the full screens.

[1] CC(C)Cn1c(SCC#N)nc2ccccc2c1=O
[2] COc1ccc(CC(=O)N2CCN(c3ccccc3F)CC2)cc1OC
[3] CCCSc1ncc(Cl)c(C(=O)Nc2scc(-c3ccc(C)cc3)c2C(=O)OCC)n1
[4] Cc1ccc(CSCCC(=O)NCc2ccc(F)cc2Cl)cc1
[5] Cc1ccc(NC(=O)C2CCN(C(=O)[C@@H]3Cc4ccccc4CN3)CC2)c(C)c1
[6] O=C(O)c1[nH]c2ccc(Br)cc2c1CCN1C(=O)c2cccc([N+](=O)[O-])c2C1=O
[7] NS(=O)(=O)c1cccnc1Nc1c(Cl)cccc1Cl
[8] Cc1ccc(S(=O)(=O)N/N=C\C=C\c2ccccc2)cc1
[9] C#CCOCCOCCOCCNc1nc(N2CCN(C(=O)C([C@@H](C)CC)n3cc(C(N)Cc4ccc(O)cc4)nn3)CC2)nc(N2CCN(C(=O)[C@H](CCC(=O)O)n3cc(C(N)Cc4ccc(O)cc4)nn3)CC2)n1 (stereo partly drawn)
[10] CCCc1cc(=O)oc2cc(OCC(=O)N3CCOCC3)c(Cl)cc12
screen / no.	1	2	3	4	5	6	7	8	9	10
HepG2 tox	-5.3%&-3.4%	-17.3%	5.2%	-23.4%	-2.0%	-2.8%	4.9%	3.4%	30.5%	3.5%
EPAC2 antagonist	-2.1%	-3.0%	·	·	2.4%	16.5%	-1.1%	-3.7%	1.2%	3.0%
TGFb inhibitor	1.3%&9.1%	-2.8%	·	-23.8%	-5.4%	2.5%	21.6%	0.6%	12.7%	-1.2%
Nrf2 block	-9.9%&-4.2%	?	22.8%	·	21.9%	13.6%	?	0.6%	-7.6%	11.8%
Nrf2 ARE act	0.3%	0.0%	0.6%	-0.1%	0.0%	-0.7%	-0.3%	-0.5%	-1.1%	0.3%
MCF10A rereplic	?	0.3%	·	·	21.9%	0.2%	1.2%	?	-7.9%	-6.1%
ATXN2 expr inh	-11.5%	-25.8%	·	·	9.0%	·	-0.2%	7.8%	-6.9%	-2.4%
S2 tox	i	i	·	·	i	i	i	i	i	i
A549 viability	6.3%&1.9%	-1.4%	5.9%	28.8%	7.6%	48.3%	?	21.9%	-9.0%	1.8%

[11] Cc1ccc(NC(=O)Nc2cnccn2)c(C)c1
[12] CCN(CC)C(=O)C1CCCN(c2ccc([N+](=O)[O-])cc2/C=N/NC(=O)c2ccccc2)C1 (stereo not drawn)
[13] Cc1onc(-c2c(F)cccc2Cl)c1C(=O)NCc1ccc(S(N)(=O)=O)cc1
[14] Cc1ccnc(NS(=O)(=O)c2ccccc2)c1
[15] CC(=O)c1ccc(C(=O)N2CCc3c([nH]c4ccccc34)C2c2cccc(C)n2)s1 (stereo not drawn)
[16] O=C(CC1CCCC1)NCCc1cn2ccccc2n1
[17] O=C(NCCCCCCNC(=O)OCCO)OCCO
[18] CSC1=C(C#N)C(CC(C)C)C2=C(CCCC2=O)N1 (stereo not drawn)
[19] Cc1ccc(NC(=O)Cn2c(CCC(=O)O)ccc2-c2cccs2)cc1Cl
[20] COc1ccccc1N1CCN(CC(=O)Nc2ccccc2C(=O)NC(C)c2ccccc2)CC1 (stereo not drawn)
screen / no.	11	12	13	14	15	16	17	18	19	20
HepG2 tox	18.4%	-12.5%	0.0%	0.1%	-1.5%	-19.7%	-2.3%	-36.6%	5.7%&-15.9%	-16.9%
EPAC2 antagonist	-20.5%	-1.1%	3.2%	1.5%	-11.2%	4.4%	5.6%	0.9%	?	-12.9%
TGFb inhibitor	-1.0%	1.7%	-0.5%	1.8%	-12.5%	-1.7%	-3.2%	1.1%	-5.4%&-2.1%	2.4%
Nrf2 block	?	1.5%	13.5%	5.5%	?	-2.8%	7.8%	-29.2%	-14.5%&-1.0%	-24.7%
Nrf2 ARE act	-0.2%	0.0%	-0.9%	0.2%	15.5%	0.2%	-0.6%	0.5%	0.2%&4.0%	-0.1%
MCF10A rereplic	2.0%	5.0%	-6.4%	0.1%	-23.4%	9.6%	0.7%	23.7%	-0.5%	?
ATXN2 expr inh	19.9%	-24.8%	11.7%	·	-0.2%	2.1%	-0.7%	-1.7%	0.4%&7.2%	-3.5%
S2 tox	i	?	i	i	i	i	i	i	i	i
A549 viability	7.5%	-8.7%	1.2%	-1.7%	?	-1.4%	-0.3%	-5.5%	-16.7%&-14.6%	-4.1%

The list goes on, starting with the last two of the part before.
[19] Cc1ccc(NC(=O)Cn2c(CCC(=O)O)ccc2-c2cccs2)cc1Cl
[20] COc1ccccc1N1CCN(CC(=O)Nc2ccccc2C(=O)NC(C)c2ccccc2)CC1 (stereo not drawn)
[21] CCOC(=O)C1=C(O)C(=O)N(c2ccc(S(N)(=O)=O)cc2)C1c1ccccc1 (stereo not drawn)
[22] CCOC(=O)c1c(NC(=O)COC(=O)c2ccccc2NC)sc(C(=O)N(C)C)c1C
[23] Cc1ccc(SCC(=O)NC(C)c2ccccc2)cc1 (stereo not drawn)
[24] CCC(=O)Nc1nnc(SCc2cc(=O)c3cc(C)ccc3[nH]2)s1
[25] CCOC(=O)[C@]12CCCC=C1N(Cc1cccc3ccccc13)C(=O)[C@H](CC(=O)N1CCN(C(=O)c3ccco3)CC1)C2
[26] CCO[C@H]1OC(C(=O)NC2CC2)=C[C@@H](c2c[nH]c3ccccc23)[C@@H]1CCCO
[27] CC(=O)Nc1ccc(NC(=S)NC(=O)c2ccc([N+](=O)[O-])cc2)cc1
[28] CNC(=S)NNC(=O)c1sccc1OCc1ccccc1
[29] CC1CN(C(=O)CCN2C(=O)c3ccccc3C2=O)CC(C)O1 (stereo not drawn)
[30] COC(=O)c1ccsc1NC(=O)CN1CCN(Cc2ccc3c(c2)OCO3)CC1
screen / no.	19	20	21	22	23	24	25	26	27	28	29	30
HepG2 tox	5.7%&-15.9%	-16.9%	-4.8%	-7.6%	0.6%	-0.8%	·	-0.2%	-17.6%	-3.3%	-24.1%	3.6%
EPAC2 antagonist	?	-12.9%	-1.1%	-6.0%	7.8%	·	7.9%	-6.0%	3.5%	11.6%	-3.7%	9.6%
TGFb inhibitor	-5.4%&-2.1%	2.4%	-44.5%	?	-17.9%	-14.2%	·	4.1%	-1.4%	9.3%	-1.0%	-1.3%
Nrf2 block	-14.5%&-1.0%	-24.7%	·	?	25.3%	·	·	-1.3%	-4.5%	12.8%	·	5.2%
Nrf2 ARE act	0.2%&4.0%	-0.1%	3.7%	2.1%	2.6%	-1.0%	1.9%	0.5%	3.0%	0.1%	-0.3%	0.0%
MCF10A rereplic	-0.5%	?	18.3%	11.3%	?	·	·	6.0%	-0.7%	3.0%	0.5%	24.1%
ATXN2 expr inh	0.4%&7.2%	-3.5%	-2.8%	31.6µM*	19.1%	-0.3%	-38.0%	7.7%	-0.9%	18.7%	4.7%	?
S2 tox	i	i	i	?	i	i	?	i	i	i	i	i
A549 viability	-16.7%&-14.6%	-4.1%	3.7%	-7.0%	5.6%	10.8%	·	2.6%	-6.2%	-10.4%	4.4%	2.1%

Five compounds picked at random from the list so far, as already listed:
[24] CCC(=O)Nc1nnc(SCc2cc(=O)c3cc(C)ccc3[nH]2)s1
[30] COC(=O)c1ccsc1NC(=O)CN1CCN(Cc2ccc3c(c2)OCO3)CC1
[27] CC(=O)Nc1ccc(NC(=S)NC(=O)c2ccc([N+](=O)[O-])cc2)cc1
[22] CCOC(=O)c1c(NC(=O)COC(=O)c2ccccc2NC)sc(C(=O)N(C)C)c1C
[25] CCOC(=O)[C@]12CCCC=C1N(Cc1cccc3ccccc13)C(=O)[C@H](CC(=O)N1CCN(C(=O)c3ccco3)CC1)C2
screen / no.	24	30	27	22	25
HepG2 tox	-0.8%	3.6%	-17.6%	-7.6%	·
EPAC2 antagonist	·	9.6%	3.5%	-6.0%	7.9%
TGFb inhibitor	-14.2%	-1.3%	-1.4%	?	·
Nrf2 block	·	5.2%	-4.5%	?	·
Nrf2 ARE act	-1.0%	0.0%	3.0%	2.1%	1.9%
MCF10A rereplic	·	24.1%	-0.7%	11.3%	·
ATXN2 expr inh	-0.3%	?	-0.9%	31.6µM*	-38.0%
S2 tox	i	i	i	?	?
A549 viability	10.8%	2.1%	-6.2%	-7.0%	·

Later entries
[31] COc1ccccc1N1CCN(C(=O)c2cc(CC(C)C)on2)CC1
[32] COc1ccc(CCNC(=O)CSc2ncnc3c2oc2ccccc23)cc1OC
[33] CCCn1c2ccccc2c2cnn(CC(=O)N3CCCC(C)C3)c(=O)c21 (stereo not drawn)
[34] O=S(=O)(c1cccc(-c2nnc3n2CCCCC3)c1)N1CCOCC1
[35] CCOC(=O)c1cccc(NC(=O)CCc2c(C)nc3c4cccnc4nn3c2C)c1
[36] CCc1nnc(NC(=O)c2ccco2)s1
[37] CC(C)(C)OC(=O)N(CCc1ccccc1)Cc1ccccc1OCc1cccc(NC(=O)C2CC2)c1
[38] COc1ccccc1NC(=O)Cn1c(=O)c(CNc2ccccc2)cc2cc(OC)c(OC)cc21
[39] Cc1cccc(C)c1NC(=O)C[n+]1cc(-c2ccccc2)n2c1CCC2
[40] COc1ccc(-c2nc3sc(CCNC(=O)c4cc(Cl)ccc4OC)c(C)n3n2)cc1
[41] O=C(Nc1ccc2c(c1)CCC2)c1ccc(F)c(S(=O)(=O)N2CCOCC2)c1
screen / no.	31	32	33	34	35	36	37	38	39	40	41
HepG2 tox	-15.5%	13.2%	-22.5%	0.0%	3.8%	0.4%	-3.5%	-15.0%	-3.5%	-18.5%	-15.0%
EPAC2 antagonist	·	-3.4%	·	-10.6%	·	9.5%	-11.7%	·	-1.0%	·	-1.5%
TGFb inhibitor	-0.7%	26.6%	-20.8%	1.1%	-1.3%	3.4%	-19.4%	1.3%	10.5%	-16.8%	-17.1%
Nrf2 block	-0.8%	·	19.7%	-2.7%	-0.4%	·	20.6µM*	-0.7%	16.2%	·	-19.3%
Nrf2 ARE act	-0.6%	1.7%	0.6%	-0.4%	-0.4%	5.3%	5.3%	-1.2%	-0.6%	3.2%	4.4%
MCF10A rereplic	·	0.8%	·	-2.7%	·	·	?	·	-1.5%	·	11.0%
ATXN2 expr inh	-0.7%	6.1%	·	6.7%	3.0%	·	5.6%	·	1.0%	?	7.9%
S2 tox	?	i	·	i	i	i	i	·	i	25.1µM*	i
A549 viability	2.0%	-7.0%	10.3%	-0.7%	-1.6%	·	-11.3%	6.6%	5.9%	?	1.3%
